Screens deposited in PubChem by several laboratories.
AHR act = activators of human aryl hydrocarbon receptor; AHR-responsive luciferase reporter cells, luminescence; activation, % at 5 µM; 320,000 compounds, 2.5% hits; in the data active means activation above about 47%;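 further: 0% = vehicle wells and 100% = reference agonist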
Target sequence (P35869 whole entry, looked up): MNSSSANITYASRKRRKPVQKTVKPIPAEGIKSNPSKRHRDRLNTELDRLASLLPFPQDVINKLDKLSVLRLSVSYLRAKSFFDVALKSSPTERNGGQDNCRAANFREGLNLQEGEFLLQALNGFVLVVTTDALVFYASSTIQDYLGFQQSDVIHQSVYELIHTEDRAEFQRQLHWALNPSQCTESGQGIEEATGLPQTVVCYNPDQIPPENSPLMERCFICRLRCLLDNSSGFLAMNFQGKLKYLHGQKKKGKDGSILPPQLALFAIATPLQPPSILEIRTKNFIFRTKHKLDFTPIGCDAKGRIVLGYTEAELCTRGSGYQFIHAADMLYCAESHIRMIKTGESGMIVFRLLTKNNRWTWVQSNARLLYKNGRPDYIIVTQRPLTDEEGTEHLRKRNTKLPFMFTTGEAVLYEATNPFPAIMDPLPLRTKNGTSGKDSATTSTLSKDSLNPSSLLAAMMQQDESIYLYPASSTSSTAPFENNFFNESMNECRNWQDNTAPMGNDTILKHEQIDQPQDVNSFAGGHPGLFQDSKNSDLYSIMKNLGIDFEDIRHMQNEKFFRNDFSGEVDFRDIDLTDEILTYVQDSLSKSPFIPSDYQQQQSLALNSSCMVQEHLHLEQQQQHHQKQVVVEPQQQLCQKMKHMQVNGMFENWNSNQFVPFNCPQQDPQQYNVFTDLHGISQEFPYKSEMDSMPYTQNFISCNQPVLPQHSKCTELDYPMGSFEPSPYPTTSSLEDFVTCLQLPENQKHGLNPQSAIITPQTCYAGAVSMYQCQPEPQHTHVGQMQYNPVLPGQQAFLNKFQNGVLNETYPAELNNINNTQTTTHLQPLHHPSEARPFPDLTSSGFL
CIT2 TOR yeast = alters CIT2-GFP fluorescence in TOR pathway yeast screen. S. cerevisiae CIT2-GFP strain, flow cytometry, 3 h; 100 means same as DMSO wells. GFP response vs DMSO, % at 10 µM. 320,000 compounds, 0.065% hits. AID 2029;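 active means GFP response relative to DMSO above a set limit, near the screen mean plus 3 SD, cut at about 150% in these data; inconclusive means Fewer than 70 cells measured for a yeast strain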;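 further: ratio of well median GFP fluorescence to mean of DMSO wells on the plate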
Efflux pump mplx = blocks antifungal efflux pumps in multiplex yeast assay; 330,000 compounds, 0.44% hits; inhibition, % at 10 µM; S. cerevisiae Candida pump triplex, Nile Red efflux;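 active means plate passing quality check with inhibition over a set limit, or well fluorescence over plate mean plus 4 SD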;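 further: Nile Red retained in pooled yeast measured as flow cytometry median fluorescence; 0% = buffer negative control and 100% = Enniatin B positive control; higher means more Nile Red kept so more efflux inhibition; some compounds called inactive have numbers as strong as hits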
AGP1 TOR yeast = yeast TOR pathway AGP1-GFP modulation; GFP response vs DMSO, % at 10 µM; 320,000 compounds, 0.02% hits; AID 2066; S. cerevisiae AGP1-GFP multiplex flow cytometry, 3 h; GFP as percent of DMSO wells;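 active means GFP response relative to DMSO above a set limit, near screen average plus 3 SD, cut at about 150% in these data; inconclusive means fewer than 70 cells counted for the yeast strain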;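 further: median GFP channel fluorescence of the gated AGP1 strain per well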
MEP2-GFP yeast = yeast TOR pathway MEP2-GFP modulation; 330,000 compounds, 0.51% hits; S. cerevisiae MEP2-GFP strain, flow cytometry GFP, 3 h; 100% = DMSO control level; GFP response vs DMSO, % at 10 µM; AID 2016;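 active means GFP response versus DMSO above a set limit, roughly screen mean plus 3 SD, cut at about 180% in these data; inconclusive means fewer than 70 cells counted for a yeast strain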;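 further: median GFP fluorescence of the barcode-gated MEP2-GFP cells per well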
LAP4 TOR yeast = modulators of TOR pathway LAP4-GFP in S. cerevisiae; S. cerevisiae LAP4-GFP multiplex, flow cytometry GFP, 3 h; median GFP as percent of DMSO wells; 320,000 compounds, 0.34% hits; AID 2023; GFP response vs DMSO, % at 10 µM;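 active means GFP response vs DMSO above a set limit, about the screen mean plus 3 SD, cut at about 150% in these data; inconclusive means under 70 cell events counted for the yeast strain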
RPL19A-GFP yeast = yeast TOR pathway RPL19A-GFP modulation. S. cerevisiae RPL19A-GFP strain, flow cytometry, 3 h; stronger effect = lower value. percent response vs DMSO, % at 10 µM. 330,000 compounds, 0.3% hits. AID 2025;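 active means percent response vs DMSO below 50%; inconclusive means fewer than 70 events counted for the yeast strain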;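 further: median channel GFP fluorescence of the barcoded RPL19A-GFP strain; ratio of sample median GFP to plate DMSO average so 100% = DMSO; lower means less RPL19A-GFP as with rapamycin TOR inhibition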
CR mimetic SO = yeast age-related superoxide inhibition as caloric restriction mimetic | S. cerevisiae aged cells, superoxide DHE fluorescence; stronger effect = lower value | superoxide response (% of plate mean), % at 10 µM | 330,000 compounds, 0.18% hits;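 active means superoxide response under a set limit, about three screen SD below normal, cut at about 65% in these data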;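 further: yeast aged for seven days with compound at 30 °C before DHE staining; 100% = average MFI of all compound-treated wells on the plate with controls excluded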
* hit, by the source's call; ? = inconclusive; . = not tested or not shown; [ ] = another dose, or the depositor's remark.

SMILES | AHR act | CIT2 TOR yeast | Efflux pump mplx | AGP1 TOR yeast | MEP2-GFP yeast | LAP4 TOR yeast | RPL19A-GFP yeast | CR mimetic SO
Cc1nc(SCC(=O)c2ccc(Cl)cc2)c([N+](=O)[O-])[nH]1 | 11 | 107 | -0.2 | 108 | 106 | 105 | 108 | 99
Cc1ccc(NC(=O)C(C)Sc2nc(=O)cc(N)n2-c2ccccc2)cc1 (configuration not stated) | 2 | 104 | -0.1 | 110 | 102 | 112 | 101 | 94
CC(C)(Cc1ccccc1)NC(=O)C(=O)c1cn(CC(=O)N2CCOCC2)c2ccccc12 | 1 | 96 | -0.1 | 102 | 102 | 100 | 99 | 106
N=c1oc2ccccc2cc1C(=O)Nc1ccc(F)cc1 | . | 93 | 0.1 | 92 | 99 | 92 | 99 | 96
O=c1cccc2c1c1cc[nH]c3ccc(=O)n2c31 | -1 | 97 | 0.0 | 106 | 109 | 110 | 100 | 107
OCC1(CCOc2ccccc2)CCN(CCCn2cccn2)CC1 | 0 | 105 | 0.0 | 102 | 97 | 98 | 103 | 95
CC1CC(C)CN(C(=O)COC(=O)CCC(=O)c2cccs2)C1 (configuration not stated) | 0 | 79 | 0.2 | 111 | 97 | 165* | 86 | 89
CCOC(=O)CNC(=O)CSc1nnc(CCc2nc3ccccc3[nH]2)n1C | 1 | 102 | 0.1 | 105 | 96 | 107 | 107 | 92
CC(C)C(NC(=O)C(c1ccccc1)c1ccccc1)c1nc2ccccc2[nH]1 (configuration not stated) | 33 | 81 | 0.2 | 85 | 95 | 89 | 87 | 105
COc1ccc(O)c(CN2CCCC(N3CCc4ccccc4C3)C2)c1 (configuration not stated) | . | 110 | 0.1 | 90 | 119 | 101 | 98 | 103
Cc1ccc(CNC(=O)c2ccc3c(c2)NC(=O)C(N2CCOCC2)S3)cc1 (configuration not stated) | 0 | 92 | 0.0 | 100 | 90 | 101 | 95 | 90
COc1ccc(N(CC(=O)NCCc2ccccc2)C(=O)CCC(=O)Nc2nccs2)c(OC)c1 | 6 | 99 | 0.4 | 104 | 106 | 97 | 103 | 101
CC(=O)Nc1ccc(C(=O)/C=C/c2ccc[nH]2)cc1 | 5 | 90 | 0.1 | 100 | 102 | 115 | 100 | 89
CCOC(=O)C1=C(C)C(c2ccccc2O)NC(=O)N1 (configuration not stated) | -2 | 86 | 0.0 | 90 | 93 | 94 | 96 | 104
Cn1c(N)c(C(=O)COC(=O)C2CCCN2C(=O)c2cccs2)c(=O)n(C)c1=O (configuration not stated) | 0 | 100 | 0.1 | 102 | 97 | 114 | 90 | 98
Cc1cccc(C(=O)OCC(=O)N2CC(C)OC(C)C2)c1C (configuration not stated) | -1 | 111 | 0.1 | 109 | 114 | 104 | 109 | 114
Cc1ccc(NS(=O)(=O)c2ccc(C(=O)NCC3CCCO3)cc2)cc1 (configuration not stated) | 2 | 95 | -0.1 | 100 | 108 | 107 | 101 | 81
Cc1ccc(S(=O)(=O)n2cnc3ccccc32)cc1 | 0 | 102 | 0.1 | 105 | 99 | 98 | 103 | 94
COc1ccc2ccccc2c1/C=N\n1c(C)cc(C)c(C(N)=O)c1=O | 2 | 102 | -0.1 | 97 | 101 | 96 | 98 | 94
Cc1ccccc1NC(=O)CN1C(=O)N/C(=C\c2ccc(N3CCOCC3)c(F)c2)C1=O | 0 | 109 | 0.1 | 105 | 105 | 102 | 109 | 93
COc1cccc(C(=O)Nc2ccc(F)c(F)c2F)c1 | -1 | . | 0.1 | 97 | 99 | 85 | 104 | 90
C[C@@H]1CN(c2nc3nonc3nc2N2CCSCC2)C[C@H](C)O1 | 1 | 103 | -0.2 | 109 | 105 | 112 | 106 | 82
CCCc1nnc(SCC(=O)Nc2cccc(C(F)(F)F)c2)o1 | 0 | 103 | -0.1 | 103 | 109 | 112 | 102 | 109
COC(=O)c1ccc(CN(C(=O)N2CCN(C)CC2)S(=O)(=O)c2ccc(C)cc2)cc1 | 0 | 89 | 0.1 | 102 | 95 | 110 | 100 | 111
CN(C)S(=O)(=O)c1ccc(C(=O)Nc2nnc(-c3cccs3)o2)cc1 | 4 | 111 | 0.0 | 106 | 107 | 95 | 113 | 89

Ordered by SMILES length (largest number first): 4 of the compounds above.
SMILES | AHR act | CIT2 TOR yeast | Efflux pump mplx | AGP1 TOR yeast | MEP2-GFP yeast | LAP4 TOR yeast | RPL19A-GFP yeast | CR mimetic SO
COC(=O)c1ccc(CN(C(=O)N2CCN(C)CC2)S(=O)(=O)c2ccc(C)cc2)cc1 | 0 | 89 | 0.1 | 102 | 95 | 110 | 100 | 111
Cc1ccc(NC(=O)C(C)Sc2nc(=O)cc(N)n2-c2ccccc2)cc1 (configuration not stated) | 2 | 104 | -0.1 | 110 | 102 | 112 | 101 | 94
COc1ccc2ccccc2c1/C=N\n1c(C)cc(C)c(C(N)=O)c1=O | 2 | 102 | -0.1 | 97 | 101 | 96 | 98 | 94
CC(=O)Nc1ccc(C(=O)/C=C/c2ccc[nH]2)cc1 | 5 | 90 | 0.1 | 100 | 102 | 115 | 100 | 89

Following part
SMILES | AHR act | CIT2 TOR yeast | Efflux pump mplx | AGP1 TOR yeast | MEP2-GFP yeast | LAP4 TOR yeast | RPL19A-GFP yeast | CR mimetic SO
CCCOc1ccc(C(=O)N/N=C/c2c[nH]c3ccc(Br)cc23)cc1 | 3 | 112 | 0.1 | 106 | 110 | 91 | 110 | 103
Cc1onc(-c2ccccc2Cl)c1C(=O)NCc1ccc(F)cc1 | -2 | 108 | -0.2 | 105 | 105 | 92 | 104 | 94
Cc1ccc(N(CCC(=O)O)S(=O)(=O)c2ccccc2)cc1 | 3 | 104 | -0.1 | 86 | 95 | 85 | 99 | 110
Cn1c(N)c(C(=O)COC(=O)c2ccc(Cl)c(S(=O)(=O)N3CCCCC3)c2)c(=O)n(C)c1=O | 0 | 108 | -0.1 | 106 | 66 | 96 | 104 | 98
CC(=O)c1ccc(S(=O)(=O)NCCC(=O)NC(C)c2ccncc2)cc1 (configuration not stated) | -1 | 98 | -0.2 | 105 | 101 | 105 | 101 | 92
O=C(Nc1ccc(Cl)cc1)OCCn1nnnc1C(c1ccccc1)N1CCOCC1 (configuration not stated) | 6 | 107 | -0.1 | 100 | 104 | 99 | 97 | 118
CCN(CC)CCN1CCn2c3c(c4cc(C)ccc42)CCCC31 (configuration not stated) | 15 | 104 | -0.1 | 97 | 105 | 99 | 101 | 72
COC(=O)CC(NC(=O)c1ccco1)c1cccc2ccccc12 (configuration not stated) | -2 | . | 0.1 | 99 | 92 | 81 | 93 | 94
COc1cccc(CNC(=O)c2cc3c(cc2Cl)N2CCCCCC2=NS3(=O)=O)c1 | -1 | 98 | 0.2 | 104 | 98 | 96 | 94 | 94
N#Cc1c(N)[nH]c(=S)c(C#N)c1-c1ccccc1 | -1 | 109 | -0.1 | 101 | 101 | 101 | 102 | 100
Cc1cc(C)n2c(SC(C)C(=O)NC3(C#N)CCCCC3)nnc2n1 (configuration not stated) | 0 | 110 | -0.2 | 100 | 103 | 97 | 97 | 100
Cc1ccc(C(=O)NC(=O)CSc2nnc(C)s2)cc1 | -4 | 103 | -0.1 | 103 | 95 | 98 | 105 | 95
COc1ccc(-c2nnn(CC(=O)N(CCCN3CCOCC3)C(C(=O)NC3CCCC3)c3ccc(C)o3)n2)cc1 (configuration not stated) | -1 | 102 | 0.2 | 96 | 95 | 96 | 94 | 114
CN(C)C(=O)N1CCN(S(=O)(=O)c2ccc3ccccc3c2)CC1 | 0 | 105 | 0.0 | 96 | 108 | 83 | 100 | 117
CC(=O)c1cccc(OCc2cc(C(=O)N(C)CCC3CCOCC3)no2)c1 | 4 | 103 | 0.0 | 103 | 108 | 94 | 100 | 100
COc1ccc(OCCC(=O)NCC23CC4CC(CC(C4)C2)C3)cc1 | 7 | ? | 0.3 | 81[may fluoresce violet] | 98[may fluoresce violet] | 98[may fluoresce violet] | 93[may fluoresce violet] | 121
Cc1cc(C)c(OCCCNCc2ccccc2)c(Br)c1 | 5 | 111 | -0.1 | 111 | 106 | 99 | 105 | 108
CC(C)NC(NC(=O)Cc1ccccc1)C(Cl)(Cl)Cl (configuration not stated) | -1 | 107 | 0.0 | 108 | 102 | 101 | 103 | 96
COc1ccc(-c2[nH]ncc2/C=N\NS(=O)(=O)c2ccc(Cl)cc2)cc1 | 33 | 107 | -0.1 | 104 | 98 | 99 | 99 | 90
CC(=O)c1cccc(N(C(=O)c2ccco2)C(C(=O)NC2CCCC2)c2ccc(N3CCOCC3)cc2)c1 (configuration not stated) | -3 | 101 | 0.1 | 108 | 101 | 100 | 102 | 103
Cc1ccc(NC(=O)CCN2C(=O)c3ccccc3S2(=O)=O)cc1F | 0 | 99 | 0.1 | 103 | 97 | 103 | 101 | 83
NC(=O)c1cc(N2C(=O)C3CC=CCC3C2=O)ccc1N1CCCCC1 (configuration not stated) | 2 | 111 | 0.0 | 110 | 103 | 100 | 105 | 91
Cc1ccc(Cn2c(C(C)Nc3nc(C)cs3)nc3cc(Cl)c(Cl)cc32)cc1 (configuration not stated) | 2 | 79 | 0.0 | 79 | 86 | 104 | 93 | 105
O=C(NC1CC1)C1CCCN1C(=O)NC1CCCCC1 (configuration not stated) | -4 | 107 | -0.1 | 105 | 102 | 107 | 110 | 100
Cn1nc(C(=O)NNC(=O)c2ccc(Cl)cc2)ccc1=O | -2 | 105 | 0.0 | 107 | 95 | 116 | 96 | 92
(cont.)
SMILES | AHR act | CIT2 TOR yeast | Efflux pump mplx | AGP1 TOR yeast | MEP2-GFP yeast | LAP4 TOR yeast | RPL19A-GFP yeast | CR mimetic SO
Cc1cc(C(=O)CSC(C)c2nc3ccccc3c(=O)[nH]2)c(C)n1C (configuration not stated) | 3 | 95 | 0.0 | 100 | 100 | 99 | 99 | 98
Cc1ccc(CS(=O)(=O)Cc2ccc(C(=O)NCCCN3CCOCC3)o2)cc1 | 0 | 105 | 0.0 | 104 | 102 | 106 | 103 | 97
OCCN1CCN(c2nc(-c3ccccc3)c3cc(Cl)ccc3n2)CC1 | 5 | 112 | -0.1 | 96 | 116 | 113 | 107 | 101
CNC(=O)C1CC(=O)N(CCc2ccc(OC)c(OC)c2)C(=Nc2ccc(F)cc2)S1 (configuration not stated) | 1 | 94 | 0.6 | 93 | 104 | 99 | 77 | 119
Cc1ccc(-c2csc(NC(=O)CN3CCOCC3)n2)cc1 | 7 | 107 | 0.2 | 97 | 106 | 100 | 102 | 87
O=c1nc2ccccc2c2n1CC(CN1CCN(c3ccc(F)cc3)CC1)N2 (configuration not stated) | -2 | ? | -0.2 | ? | 94[may fluoresce violet] | 81[may fluoresce violet] | 31*[may fluoresce violet] | 103
Cn1cc(SCC(=O)N2CCN(c3ccccc3)CC2)c2ccccc21 | 12 | 103 | 0.1 | 102 | 92 | 101 | 97 | 107
O=C1CN(C(=O)COC(=O)C2CC(=O)N(Cc3ccco3)C2)c2ccccc2N1 (configuration not stated) | 3 | 110 | 0.1 | 109 | 107 | 102 | 103 | 83
CS(=O)(=O)N1CCN(CC(=O)NC2CCCCC2)CC1 | -1 | 97 | -0.1 | 101 | 102 | 103 | 97 | 101
N#CC1=C(N)OC2=C(C(=O)CCC2)C1c1ccccc1 (configuration not stated) | -1 | 108 | 0.0 | 105 | 108 | 106 | 105 | 95
COc1ccc(CCNC(=O)CCC(=O)n2ncc3cc(C)ccc32)cc1OC | 1 | 100 | -0.1 | 93 | 96 | 100 | 95 | 96
CN(c1ccccc1N(C)S(=O)(=O)c1ccccc1)S(=O)(=O)c1ccccc1 | 5 | 103 | 0.2 | 100 | 108 | 89 | 105 | 116
COc1ccc(S(=O)(=O)NC2(C(F)(F)F)N=C3SCCN3C2=O)cc1 (configuration not stated) | -1 | 96 | 0.1 | 100 | 103 | 100 | 100 | 108
